# High-throughput results from PubChem BioAssay.
# RBX1-CUL1 inh: inhibitors of human ROC1-CUL1 ubiquitin ligase activity. in vitro K48 di-Ub FRET, acceptor:donor ratio, 45 min. inhibition, % at 10 µM. 140,000 tested, 0.6% active. AID 1347404, 2020; in the data active means inhibition above about 25%
# Target sequence (P62877 whole entry, looked up): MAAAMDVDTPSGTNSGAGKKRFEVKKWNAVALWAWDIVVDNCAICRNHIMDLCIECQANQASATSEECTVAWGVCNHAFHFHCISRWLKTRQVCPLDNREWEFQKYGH
# Target sequence (Q13616 whole entry, looked up): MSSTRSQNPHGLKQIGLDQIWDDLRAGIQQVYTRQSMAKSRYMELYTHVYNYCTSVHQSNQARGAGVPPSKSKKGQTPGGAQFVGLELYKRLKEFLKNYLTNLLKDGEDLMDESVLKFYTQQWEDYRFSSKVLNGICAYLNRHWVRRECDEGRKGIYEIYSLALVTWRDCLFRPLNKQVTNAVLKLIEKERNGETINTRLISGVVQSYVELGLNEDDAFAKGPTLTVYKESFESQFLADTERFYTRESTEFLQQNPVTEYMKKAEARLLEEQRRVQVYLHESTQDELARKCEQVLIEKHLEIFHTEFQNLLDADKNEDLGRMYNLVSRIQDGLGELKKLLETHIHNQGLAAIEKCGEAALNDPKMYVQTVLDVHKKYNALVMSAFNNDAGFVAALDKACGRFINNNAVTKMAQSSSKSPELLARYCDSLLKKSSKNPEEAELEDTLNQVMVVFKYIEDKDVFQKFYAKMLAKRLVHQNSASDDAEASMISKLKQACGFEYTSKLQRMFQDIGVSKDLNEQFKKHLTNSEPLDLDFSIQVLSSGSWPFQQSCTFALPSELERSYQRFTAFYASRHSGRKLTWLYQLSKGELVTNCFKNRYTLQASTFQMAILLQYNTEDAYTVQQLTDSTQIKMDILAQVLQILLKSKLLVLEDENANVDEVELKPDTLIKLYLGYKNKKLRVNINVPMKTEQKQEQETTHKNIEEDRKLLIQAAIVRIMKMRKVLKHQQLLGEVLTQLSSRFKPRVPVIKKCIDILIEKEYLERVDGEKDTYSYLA
# Numbers without * were called inactive; & = joins results of further samples.
SMILES,RBX1-CUL1 inh
COc1ccc(C(=O)NC(c2ccc(Cl)cc2)c2cc(Cl)c3cccnc3c2O)cc1 (stereo not given),7
Cn1cc(CN2CCC(n3cc(Cc4ccccc4)nn3)CC2)cn1,6
Cc1c(Cl)cccc1NC(=O)Cn1nc(C(F)(F)F)c2c1CCC2,1
CCn1c(=O)cc(SCC(=O)NCc2ccc(Cl)cc2)c2ccccc21,-1
On1onc2c3c4c(nc3ccc21)CCCC4,7
COC(=O)[C@]1(C)C[C@H](C(=O)N2CCCC2)[C@H](c2ccccc2C)N1C,0
COc1ccccc1NC(=O)c1ccc2c(c1)-c1ccccc1C2=O,2
COc1ccc(-n2nc(C(=O)Nc3ccccn3)c3c4ccccc4n(C)c3c2=O)cc1,-7
Cc1ccc(NC(=O)c2cc3cc(C)ccc3n2C)cc1,-10
O=C(CCCn1ncn2c(cc3occc32)c1=O)NCc1ccccc1F,0
CCOC(=O)c1cc(-c2ccccc2)n(NC(=O)COc2cc(Cl)cc(Cl)c2)c1C,3
Cc1ccc(C(=O)Nc2c(C(=O)O)sc3ncccc23)cc1,4
O=C(CCCCCC(=O)NCCN1CCCCCC1)NCCN1CCCCCC1,-6
CC(C(=O)OC/C=C/c1ccccc1)c1cccc(C(=O)c2ccccc2)c1 (stereo not given),-2
Cc1cnccc1-c1cccc(-c2ccn(CCN(C)C)n2)c1,5
S=C(c1ccc2c(c1)OCCO2)N1CCOCC1,2
CC(C)(O)C(=O)NC1CCCc2nc(N3CCC(CO)CC3)ncc21 (stereo not given),-4
CC(C)(C)C1CCc2c(sc(NC(=O)c3cccc(Cl)c3)c2C(=O)NCc2ccco2)C1 (stereo not given),-5
Cn1cnc2c(=O)oc3ccc(S(=O)(=O)N4CCN(c5ccccc5)CC4)cc3c21,-7
COc1ccc(-c2csc(N3CCCC(C(N)=O)C3)n2)cc1 (stereo not given),-7
CCCCN(CCCC)CCNC(=O)Cn1nc(CC)n2c(cc3sc(C)cc32)c1=O,4
Cc1ccc(N2CCN(S(=O)(=O)c3ccc(F)cc3)CC2C)cc1 (stereo not given),5
COc1cc2c(c(OC)c1OC)C(c1cccc(F)c1F)CC(=O)N2 (stereo not given),0
Cc1nn2c(c1-c1ccccc1)N=C(c1ccc([N+](=O)[O-])cc1)CC2=O,-4
N#CC1C(=N)OC2=C(C(=O)CCC2)C1c1ccc(OCc2ccc(Cl)cc2)c([N+](=O)[O-])c1 (stereo not given),7
CCC(CC)C(=O)Nc1ccc(OCc2cc(=O)n3ccc(C)cc3n2)cc1,9
CCCCc1nn2c(=O)cc(COC(=O)c3cccc(NC(=O)c4cccs4)c3)nc2s1,-10
COc1ccc(-n2ncc(C(C)NCc3ccc(F)cc3Cl)c2C)cc1 (stereo not given),7
COc1cccc(Cn2c(CNC(=O)CCc3ccccc3)nc3cccnc32)c1,0
CCC(C)CN1CCCC(c2nc(-c3ccncc3)ncc2-c2ccccc2)C1 (stereo not given),-4
Cc1cc(NC(=O)c2cccc(S(=O)(=O)NCc3ccco3)c2)no1,2
COc1ccc(S(=O)(=O)NCCSCc2ccc(Cl)cc2Cl)cc1,-7
C/C(=N\N1C(=O)c2ccccc2NC1c1cccc(Cl)c1)c1ccccc1O (stereo not given),7
Cc1ccc(C)c(CN2C(=O)c3ccccc3S(=O)(=O)c3ccc(C(=O)NCCc4ccc(Cl)cc4)cc32)c1,-4
O=C(Nc1ccc(OC(F)(F)F)cc1)c1cc2ccccn2n1,-6
Cc1ccccc1C(=O)Nc1sc2c(c1C(=O)O)CCC(C(C)(C)C)C2 (stereo not given),-4
Cc1cc(NC(=O)c2ccccc2)c(C(C)C)cc1O,2
O=C(CC1(O)CCCC1)c1sc2ccccc2c1O,7
CCc1ccc(S(=O)(=O)N2CC(=O)Nc3ccccc32)cc1,-1
Cc1ccc(C)c(NC(=O)C2CC2)c1,2
CC(C)c1nccn1CCCNC(=O)c1ccc(N2CCOCC2)nc1,-10
COc1cccc(-n2c(-c3cccc(F)c3)nc3c(cnn3-c3ccc(C)cc3)c2=O)c1,2
O=C(CSc1nnc(CNC(=O)c2ccccc2)n1-c1cccc(Cl)c1)Nc1ccccc1F,8
Cc1ccc(/C=C/C(=O)NCc2ccncc2)cc1,3
Nc1c(C(=O)Nc2ccccc2Cl)sc2nc3c(cc12)CCCCC3,-3
CCc1ccc(NC(=O)Cn2c(=O)n(CCC(=O)N3CCc4ccccc4C3)c(=O)c3ccccc32)cc1,4
Cc1csc(CN(C)C(=O)c2cc(COc3cccc(F)c3)[nH]n2)n1,3
Cc1ccc(CNC(=O)C2CCN(S(=O)(=O)Cc3ccccc3)CC2)cc1,-1
CCn1cc2nc(SCc3cc(C)ccc3C)n(Cc3ccc(OC)cc3)c(=O)c2n1,-1
C=CCOc1ccc(/C=C2\N=C(c3ccco3)OC2=O)cc1OC,4
Cc1ccc(S(=O)(=O)c2nc(-c3ccco3)oc2SCC(=O)c2ccc(Cl)cc2)cc1,-15
O=C(c1cc(-c2cccc(Cl)c2)on1)N1CCCCC1,0
CN1CCN(C(=O)COC(=O)c2ccccc2N)CC1,-2
CCCCOc1cccc(C2C(C(=O)c3ccc(C)o3)C(=O)C(=O)N2c2nnc(C)s2)c1 (stereo not given),7
O=C1CSC2(SC(c3ccccc3)=NN2c2ccccc2)N1c1ccccc1 (stereo not given),17
CCCCCCC1(C)NC(=S)N(c2ccccc2)N1 (stereo not given),-9
CNC(=O)C1CCC(Cn2c(=O)c3sccc3n(CC(=O)Nc3ccc(C)c(F)c3)c2=O)CC1 (stereo not given),11
Cc1nc2c(c(C)nn2-c2ccccc2)c(C)c1CCC(=O)NCc1ccccc1,-5
CSc1cc(C)n(-c2ccccc2C)c(=S)c1C(C)=O,-4
CC1(C)COB(c2cccs2)OC1,7
# Additional results.
SMILES,RBX1-CUL1 inh
CCN(CC)C(=O)CN1C(=O)C2(Nc3ccccc3C(=O)N2c2ccccc2)c2cc(Br)ccc21 (stereo not given),5
COc1cc(OC)c(NC(=O)NCc2ccc3c(c2)CCN3C(C)=O)cc1Cl,-12
Cc1cc(C)cc(OCC(=O)NCCc2nc3ccccc3[nH]2)c1,9&5
CNC(=S)NNC(=O)c1cc(C)nn1C,-4
COC(=O)c1ccc(C2C(C(=O)c3ccc(Br)cc3)C(=O)C(=O)N2CCc2ccc(OC)c(OC)c2)cc1 (stereo not given),6
Cc1ccc(NC(=O)C(C#N)=C2CCCCCC2)cc1,-4
O=C(Nc1cc(Cl)ccc1Cl)c1cccnc1,4
Cc1nc(CCNC(=O)c2coc(CN3CCc4ccccc4C3)n2)n[nH]1,2
CC(=O)c1sc(N/N=C\c2cccc(Br)c2)nc1C,-13
C=CCn1c(SCCS(=O)(=O)Oc2ccccc2)nc2sc3c(c2c1=O)CCCC3,-3
Cc1ncc(Sc2ccc3c(n2)CC(C)(C)OC3)c(N2CCOCC2)n1,3
Cc1nn(CC(=O)Nc2ccccn2)c(C)c1Br,5
CN1CCN(CCCNC(=O)c2cnn(-c3ccc(F)cc3)c2-n2cccc2)CC1,-8
N#CC(c1ccc(F)cc1)c1ccc(F)cc1,4
COc1ccc([C@@H](C)NC2CCN(c3nc(C)c4ccc(OC)cc4n3)CC2)cc1,-3
COc1ccc(S(=O)(=O)NC(C)(C)C)c2ccccc12,5
CCn1nc(C)c(CN2CCC(CO)(Cc3cccc(C(F)(F)F)c3)CC2)c1C,-2
Cc1ccc(-c2c(C)sc(NC(=O)C3CCCO3)c2C(N)=O)cc1 (stereo not given),-6
CCC(=O)Nc1nnc(SCC2=Nc3ccc(C)cc3C(=O)C2)s1,-2
O=C(NCc1ccc(F)cc1)c1nn2c(c1Br)NC(c1cccs1)CC2C(F)(F)F (stereo not given),-10
O=C(Cn1ncc(N2CCCC2)cc1=O)OCc1ccccc1,4
O=C1NCCN1c1ccc(CN2CCCC(CO)(Cc3ccc(F)cc3)C2)cc1 (stereo not given),-4
O=C(Nc1nc2c(s1)C(=O)CC(C(=O)N1CCCC(c3ccccc3)C1)C2)c1ccsc1 (stereo not given),5
Cc1ccc(NC(=O)C2CCCN(c3ncnc4onc(C)c34)C2)c(Cl)c1 (stereo not given),8
CC(=O)N1CC(C)C(=S)Nc2ccccc21 (stereo not given),-4
CC1=C(C(=O)Nc2ccccc2)C(c2ccccc2Cl)n2c(s/c(=C/c3ccoc3)c2=O)=N1 (stereo not given),-3
Cc1cc(=O)oc2c(C(=O)/C=C/c3ccccn3)c(O)ccc12,2
CCCCS(=O)(=O)N1CCCC(C(=O)Nc2ccc(C)c(C)c2)C1 (stereo not given),6
O=c1cc(-c2ccccc2)n2c(SCc3ccccc3Cl)nnc2[nH]1,10
COCCn1c(SCC(=O)c2ccc(C)cc2C)nc2cc(C(=O)NC3CCCC3)ccc2c1=O,-6
COc1ccc(-n2c(CCC(=O)O)ccc2-c2ccccc2)cc1,-1
CC(=O)N1N=C(C2CCCCC2)OC12CCCC2,4
COc1cc(C2C3=C(CC(C)(C)CC3=O)N(Nc3ccccc3)C(=N)C2C#N)ccc1OCc1ccccc1 (stereo not given),-5
Cc1cc(C(=O)N2CCN(c3cccc(Cl)c3)CC2)c(C)o1,7
CC1CCN(S(=O)(=O)c2ccc3nc(Nc4cccc(C(F)(F)F)c4)ccc3c2)CC1,-6
CCCNC(=O)Cn1nc(-c2ccc(OC)cc2)c2cnc3ccc(F)cc3c21,0
Cc1cccc(NC(=O)C(C)Oc2ccccc2)n1 (stereo not given),1
Cc1ccc(-c2c(C(=O)Nc3ccc(F)c(F)c3)oc(=O)c3ccccc23)cc1,0
O=C1CCC(CCC(=O)N2CCC(C(O)(c3ccccc3)c3ccccc3)CC2)(Cc2ccccc2)N1 (stereo not given),7
Cc1cc(C)cc(N(CC(=O)Nc2ccc(Cc3ccncc3)cc2)S(=O)(=O)c2ccccc2)c1,1
CC(=O)Nc1cccc(C2=Nc3ccccc3SC(c3cccs3)C2)c1 (stereo not given),-1
CCCNC(=O)c1nnn(-c2ccc(C)cc2)c1C,3
COC(=O)c1nc2nc(-c3ccccc3)cc(C(F)(F)F)n2n1,-2
CCN(Cc1ccccc1)C(=O)CN(c1ccc(OC)cc1)S(=O)(=O)c1c(C)nn(C)c1C,2
C#CCOc1c(/C=C2/SC(=O)N(Cc3ccccc3)C2=O)cc(Br)cc1OC,-7
COCCCNC(=O)NC(=O)C(F)(F)F,4
COc1cccc(-c2noc3c2CN(C2CCSCC2)CC3)c1,-6
CCOc1ccccc1N(C(=O)C1CCCCC1)c1nc(-c2ccccc2)c(C)s1,2
O=C(CN1CCCCC1)N1CCc2ccccc2C1,13
CC(C)Cn1c(=O)c2ccccc2n2c(-c3cccc(Cl)c3)nnc12,-5
Cc1c2cnn(-c3ccccc3)c(=O)c2c(C)n1CC(=O)N1CCN(c2ccc(F)cc2)CC1,-3
CCOC(=O)c1c(C)oc2nc(C)nc(NC(C)c3ccccc3)c12 (stereo not given),7
COc1ccc(/C=C2/CCc3ccccc3C2=O)cc1S(=O)(=O)O,0
Cc1c(C(C)NCc2cccn2-c2nccs2)cnn1-c1cccc(F)c1 (stereo not given),-16
O=C(c1cc([N+](=O)[O-])cc([N+](=O)[O-])c1)N1CCc2ccccc2C1,-3
CCN(CC)c1ccc(NC(=S)NC(=O)C(C)C)cc1,6
COCc1cn(C2CCN(C(=O)Nc3ccsc3)CC2)nn1,12
Cc1c(CN(C)C(=O)c2cc3nc4c(c(C(F)(F)F)n3n2)CCc2ccccc2-4)cnn1C,-1
Cc1ccc(CN2C[C@@H]3C[C@@H](c4cn(C)nc4C)N4CCC[C@@]34C2=O)o1,-3
COc1ccc(-c2ccc3c(N)c(C(=O)Nc4ccc(I)cc4)sc3n2)cc1,-11
# (next part)
SMILES,RBX1-CUL1 inh
COc1ccc(C2C3=C(CCCC3=O)OC(=N)C2C#N)cc1COCC(F)(F)F (stereo not given),-2
Cc1ccc(N=C2S/C(=C\c3ccc4c(c3)OCO4)C(=O)N2c2ccc(C)cc2)cc1,-10
Cc1ccc(C(C)C)c(OCc2nc3ccccc3n2C)c1,-3
CCOC(=O)NC(=S)NN(C)c1nc(C)c2ccccc2n1,2
COc1ccc(OC)c(CNC(=O)CN2CC(C)Sc3ccccc32)c1 (stereo not given),-5
COCCCNC(=O)c1cnn(-c2ccc(F)cc2F)c1C1CCNCC1,-11
CCOC(=O)c1c(N=NC(C(C)=O)=C(C)O)sc2c1CCCC2,8
CC(=O)c1ccc(NC(=O)Nc2sc3nc4n(c(=O)c3c2C)CCC(C)CC4)cc1 (stereo not given),-1
CSc1ccccc1NC(=O)CN(Cc1ccccc1C)S(=O)(=O)c1ccc(Cl)cc1,-2
CCc1cc(C(=O)NCc2cc(NC(=O)C3CCCCC3)cc(C(=O)OC)c2)n(C)n1,-1

# An excerpt; count on the stated rates, not on these rows.
